# HTT aggregate: reduces HttQ103-GFP aggregates in PC12 cells; PC12 HttQ103-GFP aggregates, Acumen cytometry, 40 h; Potency, µM (series often up to 46.1 µM), inactives show top-dose activity change, negative = inhibition, hits mostly inhibitors; 220,000 tested, 1.1% active; further: potency means the concentration at half of the fitted maximal effect; on the % scale 0 is the no-effect control and ±100 the full control effect; nearly all actives have a fitted effect of over 60% in size
#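 Steps: seed 1500 PC12 HTTQ103-GFP cells/well; add tebufenozide, 100 nM final; add compound titration; add ATPLite reagent; quantify GFP aggregates by laser scanning cytometry.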
# NPSR antagonist: neuropeptide S receptor (human) antagonism, cAMP | Potency, µM (doses to about 38.3 µM), for inactives: at the highest dose activity change, negative = inhibition, actives largely listed as inhibitors | 220,000 tested, 1% active | Q6W5P4 | CHO-NPSR cells, cAMP TR-FRET, antagonist mode; further: potency means the concentration at half of the fitted maximal effect; on the % scale 0 is the no-effect control and ±100 the full control effect; nearly all actives have a fitted effect of over 50% in size; many of its hits are not listed in these tables
# Target sequence (Q6W5P4 whole entry, looked up): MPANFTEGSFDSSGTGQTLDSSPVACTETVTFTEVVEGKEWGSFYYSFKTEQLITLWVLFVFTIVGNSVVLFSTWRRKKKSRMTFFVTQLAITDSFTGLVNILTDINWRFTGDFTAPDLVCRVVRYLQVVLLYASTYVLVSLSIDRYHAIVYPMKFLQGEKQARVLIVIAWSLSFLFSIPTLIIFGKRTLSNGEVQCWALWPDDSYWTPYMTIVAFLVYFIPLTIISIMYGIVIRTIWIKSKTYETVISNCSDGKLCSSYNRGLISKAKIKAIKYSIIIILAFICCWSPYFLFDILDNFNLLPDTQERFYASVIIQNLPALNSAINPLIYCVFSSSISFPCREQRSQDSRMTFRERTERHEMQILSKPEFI
# Luc counter: Kinase-Glo luciferase inhibition (counter-screen) | Potency, µM (top dose mostly 38.3 µM), for inactives: at the highest dose activity change, negative = inhibition, usual class: inhibitors | Kinase-Glo luciferase, ATP luminescence, 8 min | 200,000 tested, 0.28% active | Q27757; further: potency means the concentration at half of the fitted maximal effect; on the % scale 0 is the no-effect control and ±100 the full control effect; nearly all actives have a fitted effect of over 60% in size
#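 Recombinant Kinase-Glo luciferase, 10 uM ATP (linear range), luciferin; imidazole pH 7.2 / KCl / MgCl2 / Tween / BSA buffer; 8 min RT; luminescence.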
# Epigenetic derep: derepresses silenced GFP reporter in murine cells; 280,000 tested, 0.2% active; Potency, µM (titrated, usually from 53.9 µM), inactives show at the highest dose GFP activation, actives largely listed as activators; murine LDR cells, GFP reporter derepression, 30 h; further: potency means the concentration at half of the fitted maximal effect; % of control where 0% means no effect; nearly all actives have a fitted effect of over 60% in size
#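 In this reporter-derepression format, murine cells bearing a silenced integrated CMV-GFP locus incubate with test compound (30 h, 37 C), then are washed and imaged; fluorescent objects of 20–120 um count as induced cells.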
# CBFb-RUNX1 inh: blocks binding between human CBF-beta and RUNX1. 230,000 tested, under 10 active. AlphaScreen CBFb-His/RUNX1-biotin binding, biochemical. Potency, µM (top dose mostly 59.8 µM), for the others: top-dose activity, negative = inhibition, most hits filed as inhibitors; further: % of control where 0% means no effect
# Target sequence (Q01196 whole entry, looked up): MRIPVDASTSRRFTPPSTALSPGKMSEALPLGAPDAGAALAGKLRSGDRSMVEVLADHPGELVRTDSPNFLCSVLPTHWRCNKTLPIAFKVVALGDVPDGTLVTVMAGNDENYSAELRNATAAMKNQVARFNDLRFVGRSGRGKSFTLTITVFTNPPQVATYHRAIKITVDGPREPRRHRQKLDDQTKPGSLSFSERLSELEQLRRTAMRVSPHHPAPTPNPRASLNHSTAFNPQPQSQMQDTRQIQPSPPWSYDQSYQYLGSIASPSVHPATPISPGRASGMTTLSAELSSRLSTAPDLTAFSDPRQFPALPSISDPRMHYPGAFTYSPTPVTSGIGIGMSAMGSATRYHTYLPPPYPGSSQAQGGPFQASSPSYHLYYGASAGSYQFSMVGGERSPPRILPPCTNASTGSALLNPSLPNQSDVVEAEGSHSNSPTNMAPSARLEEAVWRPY
# Target sequence (Q13951 whole entry, looked up): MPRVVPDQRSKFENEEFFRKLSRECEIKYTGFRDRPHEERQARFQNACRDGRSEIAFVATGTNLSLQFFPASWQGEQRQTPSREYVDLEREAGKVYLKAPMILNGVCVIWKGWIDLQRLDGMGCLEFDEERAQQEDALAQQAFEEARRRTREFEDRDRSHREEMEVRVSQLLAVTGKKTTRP
#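 Bead-based AlphaScreen assay; binding partners His-tagged CBF-beta and biotinylated RUNX1 at 30 nM each. Compound exposure 15 min after a 20-min protein preincubation; bead step 90 min; all steps at room temperature.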
# L3MBTL1 inh: L3MBTL1 (human) inhibition; Q9Y468; AlphaScreen L3MBTL1–H3K9me1 peptide binding; Potency, µM (highest dose often 57.1 µM), inactives show at the highest dose activity, negative = inhibition, most hits filed as inhibitors; 230,000 tested, 0.66% active; further: potency means the concentration at half of the fitted maximal effect; on the % scale 0 is the no-effect control and ±100 the full control effect; nearly all actives have a fitted effect of over 60% in size
#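 AlphaScreen proximity signal between nickel-chelate acceptor and streptavidin donor beads (final 10 ug/mL) reports binding of 50 nM L3MBTL1 to 75 nM biotin-H3 K9me1 peptide; complex incubated with compounds 30 min at room temperature; cefsulodin titration as control.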
# IMPase Li inh: cell-permeable IMPase inhibitors with lithium potentiation; CHO-M1 cells, IP1 TR-FRET (IP-One), carbachol + lithium; Potency, µM (titrated, usually from 59.4 µM), inactives show at the top dose activity, negative = IMPase inhibition, usual class: inhibitors; 210,000 tested, 0.35% active; AID 1457;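 further: IP1 builds up when IMPase is blocked and the TR-FRET signal falls; potency means the concentration at half of the fitted maximal effect; plate controls were basal vehicle for no effect and high inhibitor control for full effect; nearly all actives have a fitted effect of over 50% in size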
#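 Test compounds were applied to CHO-M1 cells previously cultured for 16–30 h at 2000 per well. A small lithium amount accompanied them; after 30 min at 37C, IP1 was quantified by TR-FRET.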
# Numbers without * were called inactive; ? = inconclusive; . = not tested or not shown; & = joins results of further samples; [ ] = another dose, or the depositor's remark. The call rests on the fitted dose curve; in most records, active means well fitted curve in the direction sought with a large enough effect; inconclusive means small, poorly fitted or top-dose-only effect, or another doubt; inactive means no such curve, though single readings can be large; an effect the other way counts as inactive or inconclusive.
# Results follow in this order: HTT aggregate | NPSR antagonist | Luc counter | Epigenetic derep | CBFb-RUNX1 inh | L3MBTL1 inh | IMPase Li inh
O=C(CN1C(=O)C2C3C=CC(C4CC34)C2C1=O)NCc1ccco1 (stereo unspecified)
    ? | 6% | -3% | 0.8% | -4% | -4% | -5%
Cc1nc(N2CCOCC2)nc2c1CCC2
    15% | 15% | 3% | 1.0% | -14% | 7% | -5%
COC(=O)c1cccn(CC(=O)c2ccc(Cl)cc2Cl)c1=O
    11% | -8% | 0% | -2.6% | 10% | 8% | -8%
CCOC(=O)N1CCN(c2c(NCCc3ccc(OCC)c(OCC)c3)c(=O)c2=O)CC1
    -10% | -5%[46.1 µM] | 0% | -4.3% | 9% | -2% | 6%[38.3 µM]
C=CCNC1=C2C[C@@H](C)C[C@H](OC)[C@H](O)[C@@H](C)/C=C(\C)[C@H](OC(N)=O)[C@@H](OC)/C=C\C=C(/C)C(=O)NC(=CC1=O)C2=O
    -38% | . | . | 0.0% | ? | . | 14%
CCC(C)NC(=O)C1=CCN(S(=O)(=O)c2ccc(C)cc2)CC1 (stereo unspecified)
    10%[9.22 µM] | -2% | . | 0.1% | 5% | . | .
O=C1CCSc2ccc(Cl)cc2N1Cc1ccccc1
    ? | -13%[46.1 µM] | 0% | 0.0% | 1% | 5% | 15%[38.3 µM]
CCc1ccc(C2NC(=S)NC3=C2C(=O)N(c2ccccc2OC)C(c2ccc(CC)cc2)N3)cc1 (stereo unspecified)
    20% | -11%[46.1 µM] | -4% | 0.7% | -17% | . | 9%[38.3 µM]
Cn1cc(Cl)c(C(=O)NC(=S)Nc2sc3c(c2C#N)CCCCC3)n1
    9% | 7% | 5% | -1.1% | 3% | -6% | -7%
CSc1nccc(Oc2ccc(C#N)cc2)n1
    -9% | 7% | -1% | -0.9% | 4% | 5% | 6%
CCN1C(=O)CC(N2CCC(C(=O)OC)CC2)C1=O (stereo unspecified)
    -10% | -12%[46.1 µM] | -2% | 0.0% | 7% | 4% | 16%[38.3 µM]
O/N=C/c1ccn(-c2ccc(Br)cc2)c1
    -11% | 26% | 0% | 1.1% | -3% | -20% | -9%
COc1cccc(N(CC(=O)NC2CCCC2)C(=O)Cn2nnc(-c3ccc(C)cc3)n2)c1
    -13% | ? | -1% | 1.0% | 6% | . | 21%[38.3 µM]
O=C(COC(=O)C1CCN(S(=O)(=O)c2cccs2)CC1)NCc1ccccc1
    -2% | 10% | 0% | -0.6% | 4% | 4% | 2%
O=C(Nc1c(C(=O)Nc2cccc(F)c2)oc2ccccc12)c1ccc2c(c1)OCO2
    -12% | ? | -14% | 0.3% | 1% | 5% | 14µM*
CCNc1nc(NC(C)C)nc(ON=C(C)C)n1
    ? | 20% | 1% | 0.0% | 9% | 6% | -4%
CCC(CC)C(=O)Nc1cccc(/C(C)=N/NC(=O)c2c(Br)cnn2C)c1
    22% | -1%[46.1 µM] | -2% | 0.0% | 5% | -3% | 7%[38.3 µM]
O=C(CCN1CCOCC1)Nc1c(-c2ccccc2)c2cc(Br)ccc2[nH]c1=O
    -1% | -25%[46.1 µM] | 6% | 0.0% | 12% | 24% | 10%
COc1ccc(N2C(=O)C3CCCN3C2c2ccc(Cl)cc2)cc1 (stereo unspecified)
    -13% | -14%[46.1 µM] | -2% | 0.8% | -1% | . | 5%[38.3 µM]
Cc1cccc(NC(=O)CSc2nc(C)c(CC(=O)c3ccc(Br)cc3)c(C)c2C#N)c1C
    -4% | 6.3µM* | -3% | 1.1% | -14% | . | ?
CN(C)CCCN(Cc1ccccc1)C(=S)Nc1ccc(OC(F)F)cc1
    ? | 16%[46.1 µM] | . | -0.9% | 3% | -8% | .
CCC(C)NC(=O)c1cnc2n(c1=O)CCS2 (stereo unspecified)
    -2% | -8%[46.1 µM] | 4% | 0.0% | 6% | -12% | -7%[38.3 µM]
S=C(NCC1CCCCC1)Nc1ccc(Oc2ccccc2)cc1
    ? | -55% | 2% | 1.1% | 2% | -1% | 14%
Cc1ccc(S(=O)(=O)Nc2csc(C)c2C(=O)O)cc1
    33%[9.22 µM] | 7% | . | 2.1% | ? | 7.9µM* | .
CC(=O)NC(O)C(=O)c1ccccc1 (stereo unspecified)
    -5% | 4%[46.1 µM] | -3% | -1.0% | 1% | 0% | 2%[38.3 µM]
COc1ccc(-c2[nH]ncc2CN2CCCCCCC2)c(OC)c1
    8% | -16% | 2% | -0.6% | 27% | -13% | 16%
CCSc1nc2ccccc2n1CC(=O)OC
    12% | 8%[46.1 µM] | -7% | -3.0% | 4% | -3% | 19%[38.3 µM]
CCOC(=O)C1(CCOC)CCN(Cc2nc(-c3cccs3)oc2C)CC1
    2%[9.22 µM] | 6% | . | -0.1% | 7% | 3% | 5%
CCNC(=O)COC(=O)c1cc(C)n(-c2ccccc2)c1C
    -17% | 7% | -2% | -0.1% | -2% | -13% | 3%
CCCCn1c(NCc2ccc3c(c2)OCO3)nc2ccccc21
    4% | -31%[46.1 µM] | -3% | 3.0% | -13% | ? | 19%
Cc1n[nH]c(C)c1S(=O)(=O)N1CCCC(C(=O)NC2CCCc3ccccc32)C1 (stereo unspecified)
    ? | 5%[46.1 µM] | 18% | -1.1% | -9% | . | 1%[38.3 µM]
Brc1ccccc1-n1nnc(-c2cccnc2)n1
    -5%[9.22 µM] | 17% | . | -3.0% | 4% | -11% | 5%
CN(C)CCOC(=O)COc1ccc(Cl)cc1
    2%[20.6 µM] | -9%[46.1 µM] | 1% | -1.2% | 31% | 0% | -8%&8%&0%
CC(C)Nc1nc(Oc2ccc(Cl)cc2)cc(C(F)(F)F)n1
    -3% | -19%[46.1 µM] | 2% | 2.1% | 9% | 23% | 10%[38.3 µM]
O=S1(=O)CCN(Cc2cccc(C(F)(F)F)c2)CC1
    2% | 11% | 1% | -0.5% | 10% | -8% | 1%
COc1ccc(OC)c(C(C)NC(=O)c2ccco2)c1 (stereo unspecified)
    14% | -5%[7.67 µM] | -2% | 2.1% | 1% | -6% | -7%[38.3 µM]
CCOC(=O)/C(C#N)=C\c1ccc(OC)c(OC)c1
    ? | 17% | 4% | ? | 3% | 5% | 2%
Cc1ccc(-c2nnc(SCC(N)=O)n2C)cc1
    -4%[9.22 µM] | -13% | 0% | -1.6% | 6% | 3% | 4%
COc1cc(N/N=C/c2ccccc2O)ncn1
    ? | 10% | -3% | -0.1% | . | ? | -3%
Cn1cnnc1SCC(=O)c1cc2ccccc2o1
    11% | 1% | 2% | -1.7% | -10% | -5% | 8%

# Two compounds from above, limited to NPSR antagonist and CBFb-RUNX1 inh:
Structure | NPSR antagonist | CBFb-RUNX1 inh
O/N=C/c1ccn(-c2ccc(Br)cc2)c1 | 26% | -3%
Cc1ccc(S(=O)(=O)Nc2csc(C)c2C(=O)O)cc1 | 7% | ?

# Additional compounds:
# Results follow in this order: HTT aggregate | NPSR antagonist | Luc counter | Epigenetic derep | CBFb-RUNX1 inh | L3MBTL1 inh | IMPase Li inh
N#Cc1ccccc1Sc1ccccc1C(=O)OCC(=O)NC12CC3CC(CC(C3)C1)C2
    2% | -45% | -3% | 1.0% | 6% | 2% | 6%
CC(=O)N1CCN(CC(=O)Nc2c(Cl)cccc2Cl)CC1
    2% | 2%[46.1 µM] | 1% | -1.1% | -4% | 2% | -2%[38.3 µM]
Cc1ccc(NC(=O)c2ccc(NCCN)c([N+](=O)[O-])c2)cc1
    -1% | -8% | 0% | -3.0% | -5% | -9% | -8%
O=C(c1ccc(C(F)(F)F)cc1)N1CCC(=O)N([C@H](COCc2ccc(Cl)cc2)Cc2ccccc2)CC1
    . | . | -1%[39.9 µM] | 0.3%[40.7 µM] | 7% | . | 5%
COC(=O)[C@H](Cc1ccccc1)NC(=O)N1CCCCC1C (stereo partly specified)
    2% | -5%[46.1 µM] | -4% | -0.7% | 0% | 7% | 6%[38.3 µM]
COc1ccc(NC(=O)CSc2n[nH]c(C(C)C)n2)c([N+](=O)[O-])c1
    -7% | 2% | 1% | 0.0% | -4% | 4% | 20%
Cc1ccccc1NC(=O)C1CCCN1S(=O)(=O)c1ccc2c(c1)n(C)c(=O)c(=O)n2C (stereo unspecified)
    -2% | 6% | -2% | 2.6% | 8%[2.36 µM] | 1% | -2%
Cc1ccc(NC(=O)NN(C)c2c(Cl)c(Cl)nn2C)cc1
    -2% | -25% | -2% | 0.0% | 4% | 5% | 3%
CCc1ccc(Nc2nnc(SCC(=O)c3ccc4c(c3)NC(=O)CO4)s2)cc1
    4%[9.22 µM] | -11% | -1% | 1.3% | 2% | -8% | 1%
O=c1[nH][nH]c(C(F)(F)F)c1/C=N/N1CCOCC1
    13% | 0% | 0% | -1.3% | -24% | 1% | -5%
Cc1occc1-c1nnc(SCC(=O)c2ccc(Cl)cc2)n1C
    24% | -9%[46.1 µM] | -5% | 9.5% | -9% | . | 7%[38.3 µM]
O=[N+]([O-])c1ccc(Nc2cccc(F)c2)nc1
    2%[9.22 µM] | -3% | 2% | -4.2% | -1% | -7% | 18%
CCCn1nc(C(=O)OCC(=O)Nc2ncc(Cl)c(C)c2Cl)c2ccccc2c1=O
    12% | 12% | 2% | 2.0% | -8% | 0% | -1%
O=C(NN1C(=O)C2C3C=CC(O3)C2C1=O)c1cccc(Br)c1 (stereo unspecified)
    3% | 5% | 2% | 1.1% | 9% | 0%[11.4 µM] | 1%
COc1ccc(CCNC(=O)CCCCCN2C(=O)c3ccccc3C2=O)cc1OC
    2% | 7% | 1% | -1.8% | -2% | 3% | 3%
O=C(NCCCCc1ccccc1)c1ccc(Br)o1
    -27% | -12% | 10% | -1.0% | -2% | ? | 9%
CN(C(=O)COC(=O)c1c2c(nc3ccccc13)/C(=C/c1cccc([N+](=O)[O-])c1)CCC2)C1CCS(=O)(=O)C1 (stereo unspecified)
    -21% | -3% | 1% | 1.1% | -16% | -15% | 1%
CC(NC(=O)COC(=O)/C=C/c1ccc(Cl)cc1)c1ccccc1 (stereo unspecified)
    23% | 5% | 2% | -3.4% | -8% | 53%[activator] | 1%
O=C(COC(=O)CCC(=O)c1cccs1)NCc1cccs1
    6%[9.22 µM] | -11% | . | -1.3% | 5% | 1% | .
CC(=O)c1cc(-c2ccccc2)n(CCC(=O)NC2CCCCC2)c1C
    14% | -4% | 2% | 0.8%&-1.8% | 5% | -3% | 0%

# Reprinted at random: 3 entries already listed
# Results follow in this order: HTT aggregate | NPSR antagonist | Luc counter | Epigenetic derep | CBFb-RUNX1 inh | L3MBTL1 inh | IMPase Li inh
CC(=O)c1cc(-c2ccccc2)n(CCC(=O)NC2CCCCC2)c1C
    14% | -4% | 2% | 0.8%&-1.8% | 5% | -3% | 0%
O=c1[nH][nH]c(C(F)(F)F)c1/C=N/N1CCOCC1
    13% | 0% | 0% | -1.3% | -24% | 1% | -5%
O=C(c1ccc(C(F)(F)F)cc1)N1CCC(=O)N([C@H](COCc2ccc(Cl)cc2)Cc2ccccc2)CC1
    . | . | -1%[39.9 µM] | 0.3%[40.7 µM] | 7% | . | 5%

# Only part of the results is shown (hit frequency here may not be typical).
